MC4R barr agon: human MC4R agonism via beta-arrestin; P32245; U2OS MC4R beta-arrestin complementation, luminescence; percent of melanotan II response, DMSO zero; activation, % at 8.9 µM; 0.98% of 360,000 active; AID 540308;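 active means activation above a per-plate cutoff, the mean activation of sample wells on that plate plus 3 SD, cut at about 8% in these data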
Target sequence (P32245 whole entry, looked up): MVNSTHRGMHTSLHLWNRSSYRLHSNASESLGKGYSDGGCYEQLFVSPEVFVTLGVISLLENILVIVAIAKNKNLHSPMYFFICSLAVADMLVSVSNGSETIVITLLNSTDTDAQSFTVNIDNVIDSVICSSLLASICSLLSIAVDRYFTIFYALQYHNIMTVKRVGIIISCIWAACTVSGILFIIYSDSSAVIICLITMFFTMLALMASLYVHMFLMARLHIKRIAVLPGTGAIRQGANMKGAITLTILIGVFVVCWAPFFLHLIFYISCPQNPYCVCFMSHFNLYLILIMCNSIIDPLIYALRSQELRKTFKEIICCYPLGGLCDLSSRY
m5-HT2A agonist: mouse HTR2A agonism via beta-arrestin recruitment; P35363; activation, % at 7.6 µM; 0.66% of 360,000 active; CHO-K1 mHTR2A beta-arrestin complementation, luminescence; percent of 30 µM serotonin response;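 active means activation above a run cutoff, the mean activation of all tested compounds plus 3 SD, cut at about 14% in these data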;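 further: 0% = plate median of compound wells and 100% = 30 µM serotonin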
Target sequence (P35363 whole entry, looked up): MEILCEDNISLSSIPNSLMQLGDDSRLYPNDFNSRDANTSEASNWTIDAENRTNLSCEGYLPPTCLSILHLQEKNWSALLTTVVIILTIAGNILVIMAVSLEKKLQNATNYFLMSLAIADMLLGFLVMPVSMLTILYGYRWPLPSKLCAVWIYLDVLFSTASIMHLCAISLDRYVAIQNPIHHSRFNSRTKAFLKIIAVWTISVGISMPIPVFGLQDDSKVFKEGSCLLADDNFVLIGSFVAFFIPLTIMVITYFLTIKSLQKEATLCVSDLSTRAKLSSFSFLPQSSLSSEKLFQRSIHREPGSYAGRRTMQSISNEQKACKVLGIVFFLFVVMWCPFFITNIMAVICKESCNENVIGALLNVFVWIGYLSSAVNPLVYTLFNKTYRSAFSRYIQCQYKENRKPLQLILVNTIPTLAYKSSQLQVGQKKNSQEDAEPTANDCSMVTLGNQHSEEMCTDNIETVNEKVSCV
H9c2 protect: protects H9c2 cardiomyocytes from peroxide injury. H2O2 injury protection, ATPLite, 2 h. protection from H2O2 cell death, % at 20 µM. 0.63% of 360,000 active;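 active means compounds giving at least 50% protection of heart cells from peroxide-induced death in the single-dose screen, raw or plate-pattern-corrected value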;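 further: 0% = DMSO wells with peroxide and 100% = DMSO wells without peroxide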
N-glyco inh: blocks N-linked glycosylation in D54 reporter cells; reporter increase, % at 12.5 µM; 0.23% of 360,000 active; D54 ERlucT glycosylation luciferase reporter, 24 h; percent of 100 nM tunicamycin response;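 active means mean luciferase reporter signal, scaled so untreated is 0 and the glycosylation-blocking control 100, at or above a set limit in every replicate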;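 further: luciferase carries N-glycosylation sites so blocking glycosylation raises the light; 0% = median of neutral control wells and 100% = median of 100 nM tunicamycin wells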
aDG glyco up: increases alpha dystroglycan glycosylation; activation, % at 10 µM; AID 624168; 0.22% of 360,000 active; Pro5-aDG cells, alpha-DG glycosylation AlphaScreen (IIH6); 0% Pro5, 100% B10-LARGE cell signal;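 active means activation of at least 8% versus controls, or a plate z-score of at least 8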;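 further: Pro5 are CHO cells carrying HIG-tagged alpha-DG that lacks glycosylation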
hiPSC survival: increases survival of single human iPS cells; survival enhancement, % at 20 µM; 0.044% of 360,000 active; hiPSC single-cell survival, ATPlite luminescence; 100% = ROCK inhibitor wells, 0% = DMSO; AID 602274; in the data active means survival enhancement above about 18%;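 further: cells exposed to compounds for 16 hours before the ATP read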
MC4R antagonist: human MC4R antagonism in cAMP assay; P32245; MC4R-expressing cells, MTII-stimulated cAMP, LANCE TR-FRET; inhibition, % at 6.5 µM; 0.48% of 360,000 active;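 active means inhibition above its plate's cutoff, the mean of tested wells on that plate plus 3 SD, cut at about 29% in these data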;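 further: 0% = Melanotan II alone and 100% = Melanotan II plus saturating MCL0020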
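Assay system: U2OS cells stably expressing human melanocortin 4 receptor (MC4R) / Dosing: 6.5 µM / Timing: compound 30 min, challenge 1 h, detection 1 h / Measured by: Eu-cAMP/anti-cAMP TR-FRET, emission 671 nm / Replicates: singlicate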
Granule exo inh: blocks lytic granule exocytosis | AID 651702 | 0.66% of 360,000 active | inhibition, % at 10 µM | TALL-104 LAMP-1 surface exposure, flow cytometry; cells stimulated with thapsigargin and PMA;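 active means inhibition above about 55%, limit read from the data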
ABHD5 PLIN5 PPI: inhibitors of human ABHD5-perilipin-5 interaction | Q00G26+Q8WTS1 | Split G. princeps luciferase complementation, luminescence, 4 h | inhibition, % at 4 µM | 0.78% of 360,000 active | AID 602281;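 active means inhibition above the mean inhibition across every tested compound plus 3 SD, cut at about 22% in these data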;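 further: 0% = DMSO only wells and the 100% control is not disclosed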
ABCB6 inh 2: human ABCB6 transporter inhibition | Q9NP58 | K562-ABCB6 porphyrin accumulation, flow cytometry, 1 h; active compounds read low | fluorescence ratio to DMSO, % at 10 µM | 0.19% of 360,000 active | AID 602162;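 active means fluorescence ratio to DMSO below 75%, the collection mean minus 3 SD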;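 further: signal is porphyrin accumulated inside mitochondria; 100% equals median channel fluorescence of DMSO control wells; lower ratio means ABCB6 inhibition with less porphyrin fluorescence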
The depositor's hits bear a star; nt = not tested or not shown.

SMILES	MC4R barr agon	m5-HT2A agonist	H9c2 protect	N-glyco inh	aDG glyco up	hiPSC survival	MC4R antagonist	Granule exo inh	ABHD5 PLIN5 PPI	ABCB6 inh 2
COc1ccc(Oc2c(Cl)cnn(-c3ccccc3)c2=O)cc1	-3.7	4.0	11.8	9.5	0.6	-2.7	54.6*	-0.7	7.3	103.0
Cc1ccc(NC(=O)C2C3CCCCC32)cc1[N+](=O)[O-] (stereo not drawn)	1.6	1.0	-6.3	-0.5	0.1	1.0	0.5	2.9	-3.4	100.0
CCCc1nc(-c2cc3ccc(C)cc3[nH]c2=O)no1	-1.2	3.1	5.9	1.9	-0.2	2.3	-1.0	-1.6	3.1	105.0
C[C@H](N)C(=O)OCc1ccc([N+](=O)[O-])cc1	-0.1	-4.3	4.3	4.2	0.0	0.2	1.3	31.0	-4.2	92.0
COc1ccc(C2CC(c3ccccc3Cl)=NN2c2ccc(S(N)(=O)=O)cc2)cc1 (stereo not drawn)	0.0	-7.5	6.5	-3.0	1.2	0.2	6.5	1.1	-11.3	100.0
Oc1ccccc1-c1csc(-c2ccccc2)n1	0.9	2.8	-12.6	-2.8	-0.2	0.8	5.5	2.2	-1.2	97.0
Cc1ccc(NC(=O)CN(C)S(=O)(=O)c2ccc3c(c2)c(=O)n(C)c(=O)n3C)cc1	-0.2	11.6	-0.2	0.4	0.1	0.2	1.5	-3.6	3.9	99.0
CSc1ccc(CNC(=O)C2CCC(=O)N(CCc3cccc(F)c3)C2)cc1 (stereo not drawn)	-1.0	0.5	-0.1	0.7	-0.2	2.2	18.1	-1.9	-10.2	93.0
Oc1ccc(NCc2ccccc2OCc2ccccc2)cc1	-2.6	-4.1	-8.8	51.8*	0.5	-1.0	7.3	1.6	-8.8	100.0
COC(=O)[C@H](Cc1c[nH]c2ccccc12)NC(=O)NCc1ccc(OC)c(OC)c1	-0.3	-6.5	-4.3	1.4	0.0	1.3	-3.3	10.5	-5.7	86.0
COc1ccccc1-n1c(C)cc(SC)c(C(C)=O)c1=S	-0.6	-0.8	-0.8	0.9	0.0	2.4	-0.9	-4.5	0.1	95.0
O=c1[nH]c(-c2ccccn2)nc2ccccc12	1.0	4.0	-7.9	1.0	0.1	-1.6	-10.1	-4.1	5.5	111.0
Cc1ccc(NC(=O)N2C3CCCC2CC(NC(=O)C(C)(C)C)C3)cc1 (stereo not drawn)	-1.4	0.5	-2.6	2.0	1.2	-0.1	-2.8	-2.7	1.5	103.0
O=C(CCN1CCN(S(=O)(=O)c2ccc(Cl)cc2)CC1)Nc1ccccc1F	-2.4	-2.3	2.6	-1.1	0.2	-0.4	2.9	-2.1	1.7	90.0
C=CCn1c(SCc2cc(=O)n3cc(C)ccc3n2)nnc1-c1cccc(C)c1	-1.2	3.8	-4.2	3.2	0.4	2.1	5.5	-2.8	-1.8	78.0
Cc1ccc(S(=O)(=O)N(C)C)cc1NC(=O)COC(=O)CN1C(=O)c2ccccc2C1=O	-2.4	-5.3	-2.1	0.0	-0.1	0.3	0.8	-0.6	2.2	92.0
CCOC(=O)[C@]12CCC=C1N(CCC1=CCCCC1)C(=O)[C@H](CC(=O)N1CCSCC1)C2	nt	-4.4	nt	nt	0.2	-0.8	nt	-1.1	-0.7	100.0
O=C(Nc1ccc(O)cc1)C1CCCN1S(=O)(=O)c1ccc(F)cc1 (stereo not drawn)	-0.8	1.2	3.1	2.0	0.0	-0.8	7.1	9.0	-11.4	104.0
CCSc1ncc(/C=N/Nc2ccc(Cl)cc2)n1C	0.6	-2.4	-17.8	-5.6	1.4	-0.6	-1.9	32.5	-5.2	97.0
O=C(Nc1ccccc1)c1ccc2c(c1)CCN2S(=O)(=O)c1ccccc1	-3.0	4.9	3.6	-4.8	0.2	0.6	4.4	22.9	4.9	104.0
CSCC[C@H](NC(=O)CCn1nnc2ccccc2c1=O)C(=O)O	-0.7	2.5	-0.8	1.8	-0.1	0.4	-0.7	-1.0	6.4	97.0
COc1ccc2oc(C(=O)NC3CCCCC3)c(C)c2c1	1.3	0.3	-2.4	-6.5	0.3	1.4	8.8	5.9	-2.1	92.0
Nn1cc(-c2ccccc2)nc1SCC(=O)NC1CCS(=O)(=O)C1 (stereo not drawn)	-0.7	-0.3	2.9	0.8	6.9*	-1.9	2.8	-2.8	-4.6	89.0
Cc1c(C(=O)NCc2ccc(F)cc2)sc(=O)n1Cc1ccccc1F	0.3	-9.5	-3.5	-2.2	-0.1	-1.9	10.7	4.2	1.4	97.0
CCCCCCCC1CC(/C(C)=N/NC(N)=O)OC1=O (stereo not drawn)	-1.8	-3.0	-3.6	0.4	0.0	0.6	10.0	-1.6	1.1	98.0
CC1=C(C(=O)Nc2cccc(C(=O)N3CCN(c4cccc(C(F)(F)F)c4)CC3)c2)SCCO1	-1.8	3.7	-5.2	6.3	0.2	-0.5	4.5	1.5	-1.8	101.0
Cc1nn(-c2ccccc2)c(N2CCCC2)c1/C=N/NC(=O)c1ccccc1O	-1.4	1.0	6.2	-8.0	0.3	0.0	3.9	2.1	-1.9	92.0
CC1=C(C(=O)OCC2CCCCC2)C(c2cccc(O)c2)NC(=O)N1 (stereo not drawn)	-0.9	7.3	-2.3	-0.8	-0.1	0.8	19.1	-4.5	-0.6	95.0
CCN(CC)S(=O)(=O)c1ccccc1/C=N\O	-0.1	-1.5	9.5	0.4	-0.7	1.4	-3.2	6.7	0.7	101.0
Cc1cc(OCCCN2CCN(Cc3ccccc3)CC2)ccc1[N+](=O)[O-]	0.4	-8.6	-16.6	-1.9	0.3	-0.3	5.5	2.2	6.1	96.0

Entries listed above shown as hits in MC4R antagonist:
| compound | MC4R barr agon | m5-HT2A agonist | N-glyco inh | aDG glyco up | MC4R antagonist | Granule exo inh | ABHD5 PLIN5 PPI | ABCB6 inh 2 |
| --- | --- | --- | --- | --- | --- | --- | --- | --- |
| COc1ccc(Oc2c(Cl)cnn(-c3ccccc3)c2=O)cc1 | -3.7 | 4.0 | 9.5 | 0.6 | 54.6* | -0.7 | 7.3 | 103.0 |

(list continues)
SMILES	MC4R barr agon	m5-HT2A agonist	H9c2 protect	N-glyco inh	aDG glyco up	hiPSC survival	MC4R antagonist	Granule exo inh	ABHD5 PLIN5 PPI	ABCB6 inh 2
CCSc1ccc([C@@H]2[C@H]3C(=O)N(C)C(=O)[C@H]3[C@]3(C(=O)OC)CCCCN23)cc1OC	0.5	6.5	-4.1	-2.0	0.0	1.7	-1.7	1.8	-2.3	96.0
Cc1nn(CC(=O)OCC(=O)Nc2cccc(S(N)(=O)=O)c2)c(C)c1[N+](=O)[O-]	-0.5	3.3	-2.5	1.8	-0.4	-0.4	11.9	-0.5	0.0	99.0
Cc1ccc(NC(=O)CNCC(c2ccccc2)N(C)C)cc1F (stereo not drawn)	-0.9	-4.8	2.1	1.3	0.2	-0.1	-0.9	33.3	3.1	97.0
CCCCCCOc1ccc(N2C(=O)CC(NCCc3ccc(S(N)(=O)=O)cc3)C2=O)cc1 (stereo not drawn)	-0.9	-3.0	-6.2	1.5	0.2	-1.8	14.7	-1.1	2.6	98.0
Cc1cccc2cc(=O)[nH]c(C)c12	-1.5	-2.7	24.4	-1.5	0.0	5.1	-0.8	-2.0	-0.8	96.0
CC(C)c1onc(C(=O)N(C)C2CCCCC2)c1[N+](=O)[O-]	-2.0	1.0	-4.2	0.2	-0.1	-3.1	-3.3	-3.5	-1.6	100.0
CC#CCN(Cc1ccco1)C(=O)c1ccc(OC2CCN(Cc3ccccn3)CC2)cc1	-3.4	-9.6	5.6	-2.8	0.5	0.8	9.2	25.5	17.7	100.0
CSc1ccccc1NC(=O)CN(C)Cc1cc(=O)n2ccsc2n1	-1.2	7.4	16.4	-1.1	0.0	1.3	-0.9	-0.5	-4.7	99.0
Cc1cc(C)c(NC(=O)COC(=O)Cc2ccsc2)c(C)c1	-1.1	9.4	10.9	1.7	-0.2	-1.2	3.0	1.3	1.9	102.0
CC(=O)c1ccc(OCc2cc(C(=O)NCCn3nc(C)cc3C)no2)cc1	-1.2	6.2	3.4	-2.4	1.3	-0.5	12.1	0.0	2.4	100.0
COc1cc(C(=O)Nc2ccc(C(N)=O)cc2)c([N+](=O)[O-])cc1OC	-0.5	-0.2	4.7	1.8	0.1	-0.7	0.6	-2.4	4.8	92.0
Cc1nonc1NC(=O)OC1CCCCC1	0.3	-4.1	-1.7	3.8	0.0	9.2	3.5	0.0	1.4	103.0
COc1ccc(C(=O)c2c[nH]c(C(=O)NCc3cccs3)c2)cc1	3.6	-2.8	4.5	0.5	0.0	3.2	11.9	-2.2	1.2	96.0
CNC(=O)NNC(=O)c1csc(Cc2c(Cl)sc3ccc(Cl)cc23)n1	-0.6	1.2	6.2	2.6	-0.1	0.5	-4.2	-4.4	1.3	96.0
O=C(NNC(=S)NCC1CCCO1)c1cc(Br)ccc1Cl (stereo not drawn)	-1.0	-4.9	-5.7	1.7	0.3	0.4	11.0	0.8	4.2	98.0
O=C1c2cccnc2C(=O)N1Cc1ccc(S(=O)(=O)NCc2ccco2)cc1	-2.1	3.2	2.1	1.8	-0.2	1.6	3.0	-0.4	3.0	96.0
O=C(C1CCCN1S(=O)(=O)c1cccc2cccnc12)N1CCn2c1nc1ccccc12 (stereo not drawn)	2.3	-1.8	6.1	0.6	0.3	-1.4	0.4	15.6	6.1	95.0
CC1=C(C#N)C(NC(=O)c2ccc(Cl)cc2)(C(F)(F)F)C(=O)N1 (stereo not drawn)	4.2	1.7	14.5	-0.5	-0.1	-1.9	2.3	1.3	-3.7	96.0
C/C=C(\C)CN1CCC(n2nccc2NC(=O)c2ccc(OC)cc2)CC1	-1.4	-6.7	2.0	-1.4	-0.1	-0.5	-1.7	-5.4	-6.7	102.0
CC1(c2ccccc2)CC(c2ccccc2)=C(C#N)C(=O)N1 (stereo not drawn)	-1.4	1.9	11.9	0.9	-0.1	-1.8	17.6	2.9	-4.0	103.0
CCOC(=O)c1sc(NC(=O)c2ccoc2C)c(C(N)=O)c1C	-4.7	5.5	40.0	4.5	-0.4	0.1	16.9	9.6	-6.1	100.0
S=c1[nH]ccc2ccccc12	-2.3	-1.0	11.8	1.4	0.0	-1.8	28.9*	1.4	0.1	99.0
Cc1ccc(N2CCC(N3CCN(C4CCCCC4)C(CCO)C3)CC2)cc1 (stereo not drawn)	-2.3	4.9	5.6	0.7	-0.3	0.9	-3.3	-0.7	-1.6	105.0
CC1=NNC(=O)C1CCC(=O)N/N=C\c1ccccc1[N+](=O)[O-] (stereo not drawn)	-1.5	5.1	5.5	0.1	-0.3	-0.8	5.9	0.5	-0.6	91.0
COC(=O)c1[nH]c2cc(OC)ccc2c1NC(=O)CCN1CCN(c2ccccc2)CC1	-1.2	-1.6	6.6	-3.4	0.3	1.8	-16.9	-0.4	7.8	99.0
COCCNC(=O)c1cccc2c1-c1ccccc1C2=O	0.4	8.2	-2.9	-0.3	0.0	-0.4	11.2	-1.7	-0.1	92.0
Cn1c(CNC(=O)c2ccco2)nnc1SCC(=O)Nc1ccc(Cl)cc1	-1.0	3.3	-0.8	2.5	0.0	0.4	6.8	20.1	-11.0	99.0
Cc1cccc(Cl)c1NC(=O)N1CCCN(c2ncccc2[N+](=O)[O-])CC1	-1.2	3.0	8.4	0.2	0.1	0.1	-3.7	4.3	-4.6	96.0

Screening results (PubChem)
